rCAG RNA binder = molecules binding r(CAG) RNA repeats. r(CAG) RNA repeat, TO-PRO-1 dye displacement fluorescence. inhibition, % at 3 µM. hit rate 1.3% among 370,000. AID 651821;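 active = inhibition above the plate cutoff, the mean of all test compounds on that plate plus 3 SD, cut at about 35% in these data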;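 note: 0% = DMSO alone and 100% = 100 µM mitoxantrone as full dye displacement; higher means more dye released from RNA so lower well fluorescence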
proKLK7 act = activates the human kallikrein-7 zymogen; purified proKLK7, EDANS-DABCYL substrate fluorescence; 100% is mature enzyme control, 0% vehicle; hit rate 0.9% among 370,000; P49862; activation, % at 7 µM;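 active = activation above the mean of all tested compounds plus 3 SD, computed per campaign excluding outliers beyond control limits, cut at about 13% in these data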
Tn6 DDE FP = inhibitors of Tn6 peptide binding to human fibrin DD(E). Fibrin DD(E) TRITC-Tn6 fluorescence polarization displacement. inhibition, % at 8.3 µM. hit rate 0.21% among 370,000;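 active = inhibition above a per-campaign cutoff: mean of compounds within control limits plus 3 SD, cut at about 15% in these data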;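 note: 0% = median of all compound wells on the plate and 100% = blocking peptide control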
Target sequence (P02675 whole entry, looked up): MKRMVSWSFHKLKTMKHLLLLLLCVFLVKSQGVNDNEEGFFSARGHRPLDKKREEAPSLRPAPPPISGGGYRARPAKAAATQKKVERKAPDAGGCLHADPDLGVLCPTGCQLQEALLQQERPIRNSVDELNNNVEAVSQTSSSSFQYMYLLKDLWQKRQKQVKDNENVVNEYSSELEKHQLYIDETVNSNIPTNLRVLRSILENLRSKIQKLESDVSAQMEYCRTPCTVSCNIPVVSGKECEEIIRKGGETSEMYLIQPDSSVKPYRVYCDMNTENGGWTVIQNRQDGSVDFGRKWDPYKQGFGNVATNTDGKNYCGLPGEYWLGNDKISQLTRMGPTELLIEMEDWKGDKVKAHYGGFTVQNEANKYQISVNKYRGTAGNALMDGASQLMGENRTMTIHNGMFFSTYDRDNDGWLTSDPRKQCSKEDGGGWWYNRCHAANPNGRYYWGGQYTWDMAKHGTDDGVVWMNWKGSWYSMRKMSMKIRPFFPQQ
ARFGAP1 inh = inhibits rat ARF GTPase activating protein 1; Q62848; Arfgap1-stimulated ARF1 GTP hydrolysis, GDP FP detection; inhibition, % at 16.5 µM; hit rate 0.26% among 360,000; AID 651572;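 active = inhibition above a per-plate limit, mean inhibition of low control wells plus 3 SD, cut at about 25% in these data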;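 note: 0% = DMSO wells with enzyme and 100% = wells lacking Arfgap1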
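Material: rat Arfgap1 catalytic domain, aa 1-136; also added: human ARF1(Δ1-17)-GTP substrate; compound dosing: one concentration, 16.5 µM, DMSO 1.26%; incubation: GTP hydrolysis reaction 2 h at 25 °C; measured by: Tracer-displacement fluorescence polarization with EDTA stop, 620/688 nm; evaluation: % inhibition from polarization; repeats: one replicate per compound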
ASAP1 GAP inh = blocks human ASAP1-stimulated Arf1 GTP hydrolysis; GDP FP detection; hit rate 0.19% among 360,000; inhibition, % at 16.5 µM; AID 624377; Q9ULH1; in the data active = inhibition above about 25%;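 note: 0% = vehicle with enzyme and substrate and 100% = no enzyme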
ADAM10 inh = inhibitors of human ADAM10; hit rate 0.62% among 370,000; inhibition, % at 7 µM; O14672; AID 720582; recombinant ADAM10, EDANS/DABCYL FRET peptide cleavage, 3 h;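 active = inhibition above a per-campaign cutoff equal to the mean of compounds falling between control-based bounds plus 3 SD, cut at about 20% in these data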;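 note: 0% = DMSO wells while the 100% control is not disclosed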
Target sequence (O14672 214-748 limits assumed): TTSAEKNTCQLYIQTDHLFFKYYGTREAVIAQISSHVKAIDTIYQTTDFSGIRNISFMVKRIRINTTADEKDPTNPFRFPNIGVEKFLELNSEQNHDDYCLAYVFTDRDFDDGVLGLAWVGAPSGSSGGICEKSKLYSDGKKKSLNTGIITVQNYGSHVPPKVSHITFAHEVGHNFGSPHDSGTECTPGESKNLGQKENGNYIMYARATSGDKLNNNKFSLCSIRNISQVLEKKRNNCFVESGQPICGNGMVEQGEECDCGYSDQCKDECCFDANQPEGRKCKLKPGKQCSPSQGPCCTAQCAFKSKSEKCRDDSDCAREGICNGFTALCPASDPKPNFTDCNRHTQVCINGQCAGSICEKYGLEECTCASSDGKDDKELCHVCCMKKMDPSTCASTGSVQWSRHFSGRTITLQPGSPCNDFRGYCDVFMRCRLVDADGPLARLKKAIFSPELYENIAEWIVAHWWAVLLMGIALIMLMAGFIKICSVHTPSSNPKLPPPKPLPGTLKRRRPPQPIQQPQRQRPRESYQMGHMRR
GC-A act = GC-A (human) enzyme activation; activation, % at 10 µM; hit rate 0.14% among 370,000; HEK293 GC-A cells, cGMP TR-FRET, EC30 ANP; 0% at EC30 ANP, 100% saturating ANP; P16066; in the data active = activation above about 40%
NPR2 activator = GC-B (human) receptor activation | HEK293-GC-B cells, CNP EC30, cGMP TR-FRET; 0% at EC30 CNP, 100% saturating CNP | activation, % at 10 µM | hit rate 0.11% among 370,000 | AID 1920062;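 active = activation at 10 µM reaching about 35% in either raw or pattern-adjusted values, limit read from the data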
GAA850 FXN act = increases GAA850 frataxin promoter reporter activity; activation, % at 6 µM; hit rate 0.56% among 360,000; AID 540364; HEK293 lucGAA850 FXN promoter luciferase reporter, 24 h; percent of 10 µM SAHA response;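 active = activation above the average of all compounds screened plus 3 SD, cutoff fixed separately per campaign, cut at about 7.5% in these data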;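 note: 0% = DMSO wells and 100% = 10 µM SAHA wells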
HGIII-sPLA2 inh = Blocks human group III sPLA2 activity; QFRET BODIPY PC-A2 liposome hydrolysis, fluorescence; inhibition, % at 12.2 µM; hit rate 0.56% among 370,000; AID 743126;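 active = inhibition above mean plus 3 SD of compounds lying within the high and low control bounds, cut at about 19% in these data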;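 note: 0% = median of test compound wells and 100% = no enzyme DMSO wells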
Starred values were filed as active, the others as inactive; i = inactive; / = not tested or not shown. No enrichment for hits. Share with any hit: about 4.5%.

SMILES	rCAG RNA binder	proKLK7 act	Tn6 DDE FP	ARFGAP1 inh	ASAP1 GAP inh	ADAM10 inh	GC-A act	NPR2 activator	GAA850 FXN act	HGIII-sPLA2 inh
COc1ccc(C(=O)Nc2cc(-c3ccccc3)nn2-c2ccccc2F)cc1	-1	0.1	-1	4	-5	11	-7	-1	0.0	-8
Nc1[nH]c(N=NC(=O)c2ccccc2O)c2ccccc12	-3	0.3	1	9	8	-4	2	3	2.1	13
COc1ccc(-n2nnnc2CNC(=O)C2CC(=O)N(c3ccc(Cl)cc3)C2)cc1 (stereo not drawn)	0	0.5	2	-2	10	1	-2	0	0.5	-12
O=C(c1n[nH]c(=O)c2ccccc12)N1CCN(c2ccccc2)CC1	-4	0.0	1	-2	-2	3	0	0	1.5	8
Cc1cc(-n2cnnn2)cc(C)c1S(=O)(=O)N(C)c1ccccc1	0	0.1	-2	17	-1	15	-4	-3	0.9	-7
CCn1c(SC(C)C(=O)N2CCOCC2)nc2sc(C)c(C)c2c1=O (stereo not drawn)	-4	-0.4	-1	-5	-13	-7	3	-3	3.5	3
COc1ccc([C@H]2CC(=O)C=C(c3ccc(Cl)cc3C)C2)cc1	-1	0.1	3	5	-16	6	3	1	0.6	0
CCCc1cc(C(F)(F)F)c(C#N)c(=O)[nH]1	-1	11	3	-2	-2	i	-3	4	0.1	-3
Cc1ccc(Cn2c(=N)n(CC(=O)c3ccccc3)c3ccccc32)cc1	13	0.0	2	-1	-9	-11	-4	-1	-1.3	-11
CC(=O)N1CCN(Cc2nc3cc(Cl)ccc3c(=O)[nH]2)CC1	2	0.8	1	6	-10	1	0	-2	-1.4	4
Oc1ccc(C23CC4CC(CC(C4)C2)C3)cc1O	8	-0.2	1	-7	8	-4	3	0	1.5	-10
CC1(C)Cc2c(sc3c2c(=N)n(Cc2ccco2)c(=O)n3Cc2ccccc2)CO1	-4	-0.1	10	0	6	-5	31	33	3.9	1
O=C(Nc1ccc(S(=O)(=O)NC2=NCCCCC2)cc1)c1ccco1	-3	0.1	-4	-3	7	-4	-1	1	1.2	0
Cc1ccc2nc3n(c(=O)c2c1)-c1ccc(Cl)cc1C(=O)NC3Cc1ccccc1 (stereo not drawn)	4	-0.8	-1	-8	6	2	-7	2	/	-10
Cc1cc(C)c2oc(C(=O)Nc3ccc(S(=O)(=O)N4CCC(C)CC4)cc3)cc(=O)c2c1	0	-0.2	7	-5	0	1	0	0	1.6	-2
Cc1cc(C)cc(COc2ccc3c(C)c(CC(=O)O)c(=O)oc3c2C)c1	19	-2.7	-6	-10	0	-160	0	-2	2.6	-4
CCN(CC)CC(C)OC(=O)c1ccccc1Cl (stereo not drawn)	-2	0.6	0	-2	0	-3	-2	0	3.4	-1
OC[C@H]1O[C@@H](c2nc3ccc(-c4nc(-c5ccc(Br)cc5)no4)cc3[nH]2)C[C@@H]1O	10	-0.5	-4	3	20	15	20	-1	2.3	-29
CC1NC(=O)COC1c1ccccc1 (stereo not drawn)	3	0.0	4	9	0	1	0	4	0.6	0
CCOC(=O)C1=C[C@@H](CC)N(S(=O)(=O)c2ccccc2)[C@H]1c1ccccc1	-1	0.0	-2	4	12	14	-9	-6	/	-6
CSC(=S)NCc1cccnc1	0	0.8	-1	8	-1	-7	1	6	-0.1	0
COc1cccc(/C=N/NC(=O)CNC(=O)C2COc3ccccc3O2)c1O (stereo not drawn)	3	-16	-1	0	3	-31	2	0	-2.0	-22
COCCNC(=O)C(=O)NCC1CCCN1S(=O)(=O)c1cccs1 (stereo not drawn)	4	0.5	-1	10	-3	-5	1	10	-0.5	3
COC(=O)c1ccc(/C=C2/SC(=S)N(CCC(=O)N3CCOCC3)C2=O)cc1	0	0.3	6	6	-1	2	-6	-9	0.1	1
COc1cc(OC)c(C=CC(=O)c2ccccc2O)c(OC)c1	7	0.0	-5	-20	-1	5	-2	-6	-0.1	-4
COCCCN1C(=O)C(CC(=O)NCc2ccco2)CC(C(=O)N(C)C)=C1C (stereo not drawn)	4	0.5	2	9	-4	-2	5	7	-0.9	18
CC(C)CN1CCN(C(=O)COC(=O)c2ccc(S(C)(=O)=O)c([N+](=O)[O-])c2)CC1	2	-0.1	3	0	6	-6	7	6	9.7*	-1
O=c1cnnc(N/N=C/C2CC=CCC2)[nH]1 (stereo not drawn)	2	0.2	10	10	-12	-2	2	-1	-1.0	4
COc1ccc2c(c1)c1ncn(Cc3ccco3)c(=O)c1n2C	0	-1.9	6	2	4	i	11	4	1.8	7
Nc1nc(/C=C/c2cccnc2)nc(-c2ccccc2O)n1	6	0.4	-7	37*	12	1	13	1	1.8	0
C=CCSc1nnc(-c2nnc(SCC=C)n2-c2ccccc2)n1-c1ccccc1	0	-0.1	-7	-5	5	11	-33	-23	-0.8	-5
COc1ccc2nc(/C=N/NC(=O)CCNC(=O)OC(C)(C)C)ccc2c1	-6	-4.7	-2	14	-3	i	-3	-8	3.9	11
O=C(NNC(=O)C1CC1)c1ccc(F)cc1F	-1	-0.3	4	-5	-6	-14	1	-5	0.6	9
CC(=O)N1C(Nc2ccc(Cl)cc2)CCN1c1ccccc1 (stereo not drawn)	0	-0.5	-4	3	-7	-5	-35	-15	1.4	-1
COc1ccc(CNC(=O)c2cc3ccccc3oc2=O)cc1	-3	-0.6	-5	5	1	-10	4	0	2.4	4
O=C(N[C@@H]1C/C=C\C[C@@H](CC(=O)N(CCO)Cc2ccccc2)C(=O)NC[C@H](c2ccccc2)OC1=O)OCC1c2ccccc2-c2ccccc21	3	-0.1	-2	5	-11	3	-4	-4	-4.6	-18
CN(C)c1cc(-c2ccc(Cl)cc2Cl)oc(=O)c1Cl	-4	0.6	2	6	7	-3	1	2	0.9	-5
Cc1ccc(C(=O)N2CCOCC2)cc1Cl	-1	0.1	-1	6	-3	-6	2	3	0.8	0
CCCC(=O)Nc1ccc2nc(SCC(=O)N3CCCC3)sc2c1	-2	-1.2	-7	2	-4	-14	-3	-1	0.1	-2
Cc1ccc(C(=O)N/C(=C\c2ccco2)C(=O)NCCN2CCOCC2)cc1C	0	-0.3	-1	14	-4	-2	-4	-2	2.7	-6

Some of these compounds in order of heavy-atom count, highest first.
SMILES	rCAG RNA binder	proKLK7 act	Tn6 DDE FP	ARFGAP1 inh	ASAP1 GAP inh	ADAM10 inh	GC-A act	NPR2 activator	GAA850 FXN act	HGIII-sPLA2 inh
COc1ccc(-n2nnnc2CNC(=O)C2CC(=O)N(c3ccc(Cl)cc3)C2)cc1 (stereo not drawn)	0	0.5	2	-2	10	1	-2	0	0.5	-12
Cc1ccc(C(=O)N/C(=C\c2ccco2)C(=O)NCCN2CCOCC2)cc1C	0	-0.3	-1	14	-4	-2	-4	-2	2.7	-6
COC(=O)c1ccc(/C=C2/SC(=S)N(CCC(=O)N3CCOCC3)C2=O)cc1	0	0.3	6	6	-1	2	-6	-9	0.1	1
Cc1cc(C)cc(COc2ccc3c(C)c(CC(=O)O)c(=O)oc3c2C)c1	19	-2.7	-6	-10	0	-160	0	-2	2.6	-4
O=C(Nc1ccc(S(=O)(=O)NC2=NCCCCC2)cc1)c1ccco1	-3	0.1	-4	-3	7	-4	-1	1	1.2	0
COCCNC(=O)C(=O)NCC1CCCN1S(=O)(=O)c1cccs1 (stereo not drawn)	4	0.5	-1	10	-3	-5	1	10	-0.5	3
COc1ccc(CNC(=O)c2cc3ccccc3oc2=O)cc1	-3	-0.6	-5	5	1	-10	4	0	2.4	4
CC(=O)N1C(Nc2ccc(Cl)cc2)CCN1c1ccccc1 (stereo not drawn)	0	-0.5	-4	3	-7	-5	-35	-15	1.4	-1
CN(C)c1cc(-c2ccc(Cl)cc2Cl)oc(=O)c1Cl	-4	0.6	2	6	7	-3	1	2	0.9	-5
CCN(CC)CC(C)OC(=O)c1ccccc1Cl (stereo not drawn)	-2	0.6	0	-2	0	-3	-2	0	3.4	-1
O=C(NNC(=O)C1CC1)c1ccc(F)cc1F	-1	-0.3	4	-5	-6	-14	1	-5	0.6	9
Cc1ccc(C(=O)N2CCOCC2)cc1Cl	-1	0.1	-1	6	-3	-6	2	3	0.8	0
CC1NC(=O)COC1c1ccccc1 (stereo not drawn)	3	0.0	4	9	0	1	0	4	0.6	0

Back to the main list; the 2 compounds before the break are reprinted first.
SMILES	rCAG RNA binder	proKLK7 act	Tn6 DDE FP	ARFGAP1 inh	ASAP1 GAP inh	ADAM10 inh	GC-A act	NPR2 activator	GAA850 FXN act	HGIII-sPLA2 inh
CCCC(=O)Nc1ccc2nc(SCC(=O)N3CCCC3)sc2c1	-2	-1.2	-7	2	-4	-14	-3	-1	0.1	-2
Cc1ccc(C(=O)N/C(=C\c2ccco2)C(=O)NCCN2CCOCC2)cc1C	0	-0.3	-1	14	-4	-2	-4	-2	2.7	-6
CC(/C=C1\SC(=S)N(NC(=O)c2ccncc2)C1=O)=C\c1ccccc1	42*	0.3	-3	-8	1	0	1	3	-0.3	-16
Cc1cc(NC(=O)c2ccccc2)no1	-1	0.5	10	-3	5	-13	6	2	4.2	9
CCOC(=O)C1(Cc2cccc(OC)c2)CCCN(Cc2cc(C(C)C)n[nH]2)C1 (stereo not drawn)	-1	0.2	-3	10	-4	4	-11	-4	0.5	-5
O=C(COC(=O)c1cnccn1)Nc1cc(S(=O)(=O)N2CCOCC2)ccc1Cl	7	-1.1	3	3	6	-4	-1	1	3.0	2
O=C(CSc1nc2ncccc2[nH]1)c1cccc([N+](=O)[O-])c1	6	0.2	2	-4	-5	3	1	1	2.7	-51
O=C(CSc1nnc(CNC(=O)c2ccccc2)o1)Nc1ccc2c(c1)OCCO2	-1	-0.2	1	-6	-1	-6	4	3	-0.8	0
Cc1ccccc1OCC(=O)N1CCCCCCC1	-3	-0.8	0	9	4	11	3	10	3.6	-5
CCOc1ccc(OCCCC(=O)ON=C(N)c2ccccc2C)cc1	0	-0.4	-3	3	13	-12	0	8	-0.9	0
Cn1nccc1C(=O)OCC(=O)Nc1nc(-c2ccccc2)cs1	1	0.0	-1	4	7	0	7	5	1.0	-10
Cc1ccc(C(C[N+](=O)[O-])c2c(C)cc3ccccn23)cc1 (stereo not drawn)	13	0.3	4	-5	7	-12	6	0	-4.7	-12
O=C(Cc1ncc(C(F)(F)F)cc1Cl)N1CCN(c2ccc(F)cc2)CC1	-9	0.7	-6	9	3	-7	6	6	-1.9	-5
Nc1cc(-c2ccccc2)nn1Cc1ccccc1	0	-0.1	2	-5	-14	-1	-3	-2	3.0	-4
O=CN1CCN(C2CC(=O)N(c3ccc4c(c3)OCO4)C2=O)CC1 (stereo not drawn)	2	-0.1	0	3	-3	-4	0	2	-0.1	-1

Source: PubChem
